# Pol eta inh: blocks human DNA polymerase eta activity; Q9Y253; recombinant Pol eta, fluorescent DNA replication assay; Potency, µM (highest dose often 114 µM), for the others: at the top dose activity change, negative = inhibition, usual class: inhibitors; actives 1.2% (n = 390,000); AID 588591; further: on the % scale 0 is the no-effect control and ±100 the full control effect
#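 Fluorescent replication assay: 50 nM final substrate added after a 15 min room-temperature compound preincubation with 10 nM enzyme. Signal taken at 0 min and again at 10 min.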
# Pol iota inh: inhibitors of human DNA polymerase iota; Pol iota fluorescent replication assay, 10 min; Potency, µM (titrated, usually from 115 µM), without a hit: top-dose activity, negative = inhibition, actives largely listed as inhibitors; AID 588590; Q9UNA4; actives 1% (n = 390,000)
# Target sequence (Q9UNA4 whole entry, looked up): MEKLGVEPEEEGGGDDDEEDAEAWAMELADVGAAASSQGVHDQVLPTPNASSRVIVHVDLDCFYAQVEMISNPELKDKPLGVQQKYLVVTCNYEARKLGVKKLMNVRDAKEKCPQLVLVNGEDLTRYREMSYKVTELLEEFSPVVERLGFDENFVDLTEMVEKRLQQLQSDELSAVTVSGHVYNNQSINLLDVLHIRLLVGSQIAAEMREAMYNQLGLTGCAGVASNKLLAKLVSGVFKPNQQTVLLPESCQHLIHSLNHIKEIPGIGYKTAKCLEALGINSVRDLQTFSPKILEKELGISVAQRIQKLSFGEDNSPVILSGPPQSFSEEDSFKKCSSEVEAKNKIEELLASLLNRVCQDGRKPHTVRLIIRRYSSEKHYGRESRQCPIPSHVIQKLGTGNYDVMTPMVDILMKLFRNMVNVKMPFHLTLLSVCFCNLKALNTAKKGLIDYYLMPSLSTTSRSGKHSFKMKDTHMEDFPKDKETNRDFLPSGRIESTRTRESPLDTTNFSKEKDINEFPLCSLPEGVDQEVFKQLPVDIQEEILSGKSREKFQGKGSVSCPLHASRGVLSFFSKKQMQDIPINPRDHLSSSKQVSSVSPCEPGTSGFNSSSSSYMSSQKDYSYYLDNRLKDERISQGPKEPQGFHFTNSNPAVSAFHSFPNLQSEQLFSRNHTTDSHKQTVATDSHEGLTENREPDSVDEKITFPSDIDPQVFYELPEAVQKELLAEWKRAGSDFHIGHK
#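 Fluorescent replication assay read twice, at 0 min and 10 min after adding 50 nM (final) substrate. Enzyme (10 nM) and compounds were first incubated 15 min at room temperature; enzyme-free buffer wells were negative controls.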
# Pol kappa inh: blocks human DNA polymerase kappa activity; purified Pol kappa, fluorescent DNA synthesis assay, 10 min; Potency, µM (series often up to 107 µM), without a hit: at the top dose activity, negative = inhibition, hits mostly inhibitors; actives 0.53% (n = 400,000); Q9UBT6; AID 588579; further: on the % scale 0 is the no-effect control and ±100 the full control effect
#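 First, compounds were pin-transferred onto 10 nM Pol kappa. After 15 min at room temperature, substrate was added to 50 nM final. Fluorescence was then measured kinetically at 0 and 10 min.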
# * = called active by the depositor; u = inconclusive; & = joins results of further samples; ! = repeats disagree; [ ] = dose if it differs, or a comment. The call rests on the fitted dose curve; in most records, active means well fitted inhibition curve with a large enough effect; inconclusive means small, poorly fitted or top-dose-only effect, or another doubt; inactive means no such curve, though single readings can be large or run the other way. Potency means the concentration at half of the fitted maximal effect.
1) CC1(C)CCC(=NNC(N)=S)CC1
2) Nc1ccc(CCNc2ncnc3c2ncn3[C@@H]2O[C@H](CO)[C@@H](O)[C@H]2O)cc1
3) c1ccc(CCn2cccc2)nc1
4) CCN(C(=O)CSc1nnc(-c2ccc(OC)cc2)n1N)c1c(N)n(Cc2ccccc2)c(=O)[nH]c1=O
5) O=C1C2C3C=CC(C3)C2C(=O)N1c1ncc([N+](=O)[O-])s1 (stereo unspecified)
6) C/C(CCc1ccc2c(c1)OCO2)=N\N=C1\NC(=O)CC(C(=O)Nc2ccc(C(=O)O)cc2)S1 (stereo unspecified)
7) S=C(NCc1ccco1)NCc1ccco1
8) CC(=O)Nc1ccc2c(c1)Cc1c-2cc(Cl)c(NC(C)=O)c1Cl

Assay by compound,1,2,3,4,5,6,7,8
Pol eta inh,-11%,-7%,0%,-16%,-5%,20%,u,-11%
Pol iota inh,-1%,u,61%[activator],14%,26%,-22%,u,65%[activator]
Pol kappa inh,-11%,-20%,-14%,0%,1%,-11%,u,-3%

9) CCCCN1C(=O)C(C#N)CC2=C1CC(C)(C)CC2=O (stereo unspecified)
10) COc1cc(/C=C(\CC(=O)O)c2nc3ccccc3s2)ccc1OCC(=O)Nc1ccccc1F
11) O=C1N[C@@H](Cc2ccccc2)C(=O)N2[C@H]1C[C@]1(Br)c3ccccc3N(S(=O)(=O)c3ccc(F)cc3)[C@H]21
12) CCOC(=O)CNC(=O)N1CCCC(Cc2ccccc2)(C(=O)OCC)C1 (stereo unspecified)
13) CCNc1cc2c(cc1O)CCC1C2CCC2(C)C(O)CCC12 (stereo unspecified)
14) O=C(Nc1ncccn1)c1ccc([N+](=O)[O-])cc1[N+](=O)[O-]
15) CCN(CC(=O)Nc1c(F)cccc1F)C(=O)C1CCN(S(=O)(=O)c2ccccc2C(=O)OC)CC1
16) CN(Cc1cccc(Cl)c1Cl)C(=O)c1ccccc1SCC(=O)N1CCCC1

Assay by compound,9,10,11,12,13,14,15,16
Pol eta inh,-12%,u,-18%,-4%,-12%,-19%,-3%,-21%
Pol iota inh,17%,-22%,5%,-2%,-21%,13%,u,-10%
Pol kappa inh,0%,-10%,-12%,-15%,-4%,-19%,u,0%

# Some values from above.
# CCCCN1C(=O)C(C#N)CC2=C1CC(C)(C)CC2=O (stereo unspecified) | Pol iota inh = 17%
# CCOC(=O)CNC(=O)N1CCCC(Cc2ccccc2)(C(=O)OCC)C1 (stereo unspecified) | Pol eta inh = -4%

# Next structures:
17) CC(CN1CCN(CC(C)C(=O)c2ccccc2)CC1)C(=O)c1ccccc1 (stereo unspecified)
18) O=C(Nc1ccc2c(c1)Cc1ccccc1-2)c1ccccc1F
19) O=C(CSc1ccc2nnc(-c3ccc(F)cc3)n2n1)N1CCOCC1
20) Clc1nc(Cl)c2ncn(-c3ccccc3)c2n1
21) O=C1C(=Cc2ccco2)CCCC1=Cc1ccco1
22) C[n+]1c(-c2ccccc2)sc([S-])c1-c1ccccc1
23) O=S(=O)(CCNCCc1ccccc1)NCc1ccccc1
24) O=C(O)c1cc(O)ccc1O

Assay by compound,17,18,19,20,21,22,23,24
Pol eta inh,-19%,-7%,-15%,16%,22µM*,-7%,-10%,-6%
Pol iota inh,79%[activator],-3%,u,86%[activator],20µM*,10%,1%,u
Pol kappa inh,-6%,-6%,-13%,-9%,50µM*,-7%,-10%,-19%

25) CC(C)(C)Oc1ccccc1Nc1nc(NCCO)nc(N2CCCC2)n1
26) CN(C)/N=C/C=C1\CC/C(=C\c2ccc(F)c(F)c2)C1=O
27) CCOC(=O)C(C)Sc1nc(N2CCOCC2)c2c(c1C#N)CC(C)(C)OC2 (stereo unspecified)
28) Oc1[nH]c2ccccc2c1N=Nc1ccccc1Cl
29) Cc1csc(NC(C)c2nc3cc(C(F)(F)F)ccc3n2CCOCCO)n1 (stereo unspecified)
30) CCc1nc(SCc2cc(=O)[nH]c3ccccc23)c2c(C)c(C)sc2n1
31) O=C(C=Cc1ccco1)N1CCOCC1
32) CC(C)(C)c1ccc(OCC(O)CNC(=O)c2ccccc2C(=O)O)cc1 (stereo unspecified)

Assay by compound,25,26,27,28,29,30,31,32
Pol eta inh,-17%,6%,-8%,4%,-16%,-5%,6%,u
Pol iota inh,9%,-6%,44%[activator],23%,25%,u,-7%,-12%
Pol kappa inh,1%,1%,-3%,-2%,0%,-16%,0%,-9%

# By substructure, the compounds so far with two or more sulfur atoms (2)
22) C[n+]1c(-c2ccccc2)sc([S-])c1-c1ccccc1
30) CCc1nc(SCc2cc(=O)[nH]c3ccccc23)c2c(C)c(C)sc2n1

Assay by compound,22,30
Pol eta inh,-7%,-5%
Pol iota inh,10%,u
Pol kappa inh,-7%,-16%

# New compounds follow
33) CCOCCOC(=O)c1ccc(NC(=O)c2cc3ccccc3o2)cc1
34) O=C1NC(c2cccc3ccccc23)Nc2ccccc21 (stereo unspecified)
35) CCOC(=O)CNC(=O)C1(NC(=O)CNC(=O)OCc2ccccc2)CCCC1
36) COc1ccc(C(c2nnnn2CS(=O)(=O)c2ccc(C)cc2)N2CCN(Cc3ccccc3)CC2)cc1 (stereo unspecified)
37) CN(C(=O)c1ccc(NC(=O)Cc2cccc(NC(=O)C3CCN(C(=O)C4CCCC4)CC3)c2)cc1)C1CC1
38) Fc1cccc(CSc2ncnc3c2ncn3C2CCCCO2)c1 (stereo unspecified)
39) Cn1c(=O)[nH]c(NCCc2ccc(O)cc2)c([N+](=O)[O-])c1=O
40) COCCNC(=O)C1CC(=O)N(c2ccc(F)c(Cl)c2)C1 (stereo unspecified)

Assay by compound,33,34,35,36,37,38,39,40
Pol eta inh,-11%,-12%,-10%,-16%,-14%,-12%,-12%,-1%
Pol iota inh,9%,12%,1%,-2%,48%,26%,133%[activator],-10%
Pol kappa inh,-31%,-6%,3%,-5%,2%,-3%,-3%,-6%

41) O=C([C@@H]1CC=C[C@@H]2CCN(C3CC3)C(=O)[C@@H]21)N1CCN(c2ccccc2)CC1
42) CCOC(=O)C(Cc1ccnc2ccccc12)=NO
43) CCOc1ccc(N2C(=O)C(C)CNC2=S)cc1 (stereo unspecified)
44) N#Cc1nnn2c1nc(N)c1c(F)cccc12
45) Cc1nc2[nH]c(=S)[nH]c(=O)c2nc1C
46) O=S(=O)(c1ccc(Br)cc1F)N1CC[C@H](O)C1
47) CCOC(=O)/C=C1/SCC(=O)N1CC(=O)c1ccc[nH]1
48) CCCCn1c(N)c(N(Cc2ccccc2OC)C(=O)CSCC(=O)Nc2ccc(C)cc2)c(=O)[nH]c1=O

Assay by compound,41,42,43,44,45,46,47,48
Pol eta inh,-2%,-18%,-6%,-6%,u,0%,u,-22%
Pol iota inh,3%&2%,45%[activator],1%,14%,66%[activator],22%,22µM*,16%
Pol kappa inh,2%&-14%,-19%,-7%,-15%,-24%,-5%,-29%,-4%

# Entries from the list above that contain bromine (two):
11) O=C1N[C@@H](Cc2ccccc2)C(=O)N2[C@H]1C[C@]1(Br)c3ccccc3N(S(=O)(=O)c3ccc(F)cc3)[C@H]21
46) O=S(=O)(c1ccc(Br)cc1F)N1CC[C@H](O)C1

Assay by compound,11,46
Pol eta inh,-18%,0%
Pol iota inh,5%,22%
Pol kappa inh,-12%,-5%

# (next part)
49) C=CCOc1ccc(/C=N/n2nnnc2N)cc1OC
50) COc1ccc(CCc2cc(OC)c(OC)c(OC)c2)cc1
51) O=C1NN=C(c2ccccc2)C1Cc1ccccc1 (stereo unspecified)
52) Oc1ccc2ccccc2c1CN1CC2CCC(CC2)C1
53) CN1CCN(C(=O)OCCOCCOC(=O)N2CCN(C)CC2)CC1
54) CCN1C(C)=CC(=O)[C@@H](O)[C@H]1c1ccccc1Br
55) O=C(NCc1ccccn1)C1CC(=O)N(C2CCCC2)C1 (stereo unspecified)
56) Cc1ccc(C(=O)N/C(=C/c2ccc(-c3ccc([N+](=O)[O-])cc3)o2)C(=O)NCCCN(C)C)cc1

Assay by compound,49,50,51,52,53,54,55,56
Pol eta inh,8%,-14%,-24%,-17%,-3%,-9%,-21%,-24%
Pol iota inh,39%,24%,12%,46%[activator],90%[activator],22%,14%,5%
Pol kappa inh,6%,-14%,-14%,-17%,-2%,9%,-18%,-5%

57) OCC[C@H]1C[C@H](O)[C@@H](O)[C@@]2(CCCO2)O1
58) COc1ccc(C2C3=C(CC(C)(C)CC3=O)Oc3ncn4nc(-c5cccnc5)nc4c32)cc1 (stereo unspecified)
59) CCSc1nsc(NC(=O)Nc2ccccc2Cl)n1
60) COc1ccccc1S(=O)(=O)Cc1ccc(C(=O)NCCN(C)C)o1
61) CC1(C)Cc2nc3[nH]c(=S)n(-c4ccccc4)c(=O)c3cc2CO1
62) COC(=O)C1N2C(=O)[C@@H](NC(=O)COc3ccccc3)[C@H]2SC1(C)C (stereo partly specified)
63) CCOc1ccc2nc3cc(N=Nc4ccc(N)nc4N)ccc3c(N)c2c1
64) c1ccc(-n2c(Cc3cccnc3)nc3cnccc32)cc1

Assay by compound,57,58,59,60,61,62,63,64
Pol eta inh,7%,-9%,-15%,-1%,-6%,-6%,45µM*,-2%
Pol iota inh,-9%,28%,30%[activator],-11%,u,79µM*!,u,26%
Pol kappa inh,-1%,-3%,3%,8%,6%,14%&-41%,u,-18%

65) CN(C(=O)c1ccc(NC(=O)Cc2ccc(NC(=O)C3CCCN(C(=O)C4CCCCC4)C3)cc2)cc1)C1CCCC1 (stereo unspecified)
66) COc1ccc(NC(=O)CN2CCc3ccccc3C2)cc1
67) CC1CN(C2CCCCC2)C(=S)NC1=O (stereo unspecified)
68) CC(C)(C)OC(=O)N(CCc1ccccc1)Cc1ccccc1OCc1cccc(NC(=O)C2CC2)c1
69) OC[C@H]1O[C@@](CO)(O[C@H]2O[C@H](CO)[C@@H](O)[C@H](O)[C@H]2O)[C@@H](O[C@H]2O[C@H](CO)[C@@H](O)[C@H](O)[C@H]2O)[C@@H]1O
70) C#CC(C)(O)C1CC(CC(=O)O)C1(C)C (stereo unspecified)
71) COc1cccc(CN(C)CC(=O)Nc2cccc(S(=O)(=O)N(C)c3ccccc3)c2)c1OC
72) O=c1[nH]c(NCCO)c(N=Cc2ccccc2)c(=O)[nH]1

Assay by compound,65,66,67,68,69,70,71,72
Pol eta inh,-21%,-11%,-8%,-17%,u,-20%,-19%,u
Pol iota inh,15%,15%,19%,-20%,7%,17%,-1%,u
Pol kappa inh,-3%,12%,1%,-11%,-12%,-2%,-7%,4%

# Some of the entries so far, with two lines to a compound:
# Every second line gives: Pol eta inh | Pol iota inh | Pol kappa inh
72: O=c1[nH]c(NCCO)c(N=Cc2ccccc2)c(=O)[nH]1
 : u | u | 4%
70: C#CC(C)(O)C1CC(CC(=O)O)C1(C)C (stereo unspecified)
 : -20% | 17% | -2%
69: OC[C@H]1O[C@@](CO)(O[C@H]2O[C@H](CO)[C@@H](O)[C@H](O)[C@H]2O)[C@@H](O[C@H]2O[C@H](CO)[C@@H](O)[C@H](O)[C@H]2O)[C@@H]1O
 : u | 7% | -12%

# More records
73) COC(=O)CCCC(=O)N(C)CC1CCCN(CCc2ccccc2C)C1 (stereo unspecified)
74) COCCN(C(=O)Cc1ccc(S(=O)(=O)N2CCOCC2)s1)c1c(N)n(CC(C)C)c(=O)[nH]c1=O
75) COc1cccc(N/C=C/C(=O)c2ccc(Br)cc2)c1
76) C[C@H]1CC[C@]2(O[C@@H](CCO)C[C@H](O)[C@H]2O)O1
77) O=C(Cc1ccccc1)c1ccc(O)cc1
78) CCCCCCCCNS(=O)(=O)CCNC1CCCCC1
79) COc1ccc(S(=O)(=O)N2CCOCC2)cc1NC(=O)COC(=O)CCS(=O)(=O)c1ccc(C)cc1
80) O=C(O)c1ccccc1C(c1ccccc1)c1ccccc1O (stereo unspecified)
81) C1CC1C(=NN=C(C1CC1)C1CC1)C1CC1
82) CN(C)N1C(=O)/C(=C/c2ccco2)SC1=Nc1ccccc1

Assay by compound,73,74,75,76,77,78,79,80,81,82
Pol eta inh,-11%,-7%,-16%,1%,-13%,-17%,-15%,-10%,-13%,-3%
Pol iota inh,23%,-2%,2%,-3%,39%[activator],21%,43%[activator],29%,25%,u
Pol kappa inh,5%,-8%,-10%,9%,-12%,-4%,-3%,3%,-1%,-19%

# The list is partial, so the mix of outcomes need not match the whole.
